AID2073: inhibitors of Mint1-CaV2.2 protein interaction, biochemical, HTRF (AID 2073) | 290,000 tested, 0.19% active | HTRF protein-protein interaction, Mint1-CaV2.2; higher % means a stronger effect | inhibition, % at 20 µM, or IC50 in µM where a hit was titrated; in the data active = inhibition mostly above about 51%, no sharp cut-off; note: some results filed as inactive read as strong as hits
P. falciparum M1AAP: malaria alanyl aminopeptidase activity blockers – biochemical, fluorogenic H-Leu-NHMec substrate, 1536-well (AID 1445). inhibition, % at 30 µM; hits with a dose series show IC50 in µM. recombinant M1AAP, H-Leu-NHMec fluorogenic kinetic assay; higher % means a stronger effect. 220,000 tested, 0.42% active;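 active = primary inhibition above the hit cutoff, then over 50% inhibition at one or more dose response concentrations, cut at about 23% in these data, passing the limit was not always enough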;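 note: plate controls were DMSO full reaction for no effect and no enzyme background for full effect; strong numbers were not always called active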
Dynein cargo inh: dynein cargo transport inhibition | 220,000 tested, 0.47% active | z-score, hits read low | 3617.4 mouse cells, GR-EGFP nuclear translocation imaging; test concentration mostly 20 µM; stimulated with dexamethasone, 1 µM; active compounds read low | AID 1381;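 active = plate z-score of nuclear minus cytoplasmic receptor signal below a set negative limit, without overly bright fluorescence or cell loss, cut at about -3.5 in these data, passing the limit was not always enough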;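 note: z-score of nuclear minus cytoplasmic ring GR-EGFP intensity difference per well; some compounds called inactive have numbers as strong as hits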
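Buffer or medium: tet-free, stripped-serum medium; reagent: dexamethasone at 1.0 µM final, 30 min; incubation: 48 h induction, 1 h compound, 30 min dex at 37 °C; measured by: formaldehyde fixation, Hoechst nuclear stain, 10x automated fluorescence imaging; read-out: nuclear-to-cytoplasmic GR-EGFP distribution per well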
NOD2 inhibition: NOD2 signaling inhibitors, cell-based, luminescence, uHTS, HEK293 (AID 1566); HEK293 NOD2/NF-kB luciferase reporter, luminescence; higher % means a stronger effect; inhibition, % at 4 µM; hits with a dose series show EC50 in µM; 290,000 tested, 0.63% active; note: many of its hits are not listed in these tables
GPR55 activation: GPR55 agonists via beta-arrestin recruitment, primary screen, imaging, U2OS cells, beta-arrestin-GFP redistribution (AID 1961); one-dose activation, % at 10 µM; EC50 in µM for titrated hits; U2OS GPR55 beta-arrestin-GFP redistribution imaging; higher % means a stronger effect; 290,000 tested, 0.048% active;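 active = activation above 40% with more than 50 cells counted in the well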;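 note: U2OS osteosarcoma cells stably expressing GPR55 and beta-arrestin-GFP; plate controls were DMSO negative control for no effect and LPI positive control for full effect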
P. falciparum M17LAP: P. falciparum M17LAP inhibitors, primary screen, biochemical, fluorogenic H-Leu-NHMec substrate, 1536-well (AID 1619); recombinant M17LAP, H-Leu-NHMec fluorogenic kinetic assay; higher % means a stronger effect; inhibition, % at 30 µM, or IC50 in µM where a hit was titrated; 220,000 tested, 0.38% active;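 active = compound inhibiting the enzyme by more than half at any dose during confirmatory dose-response retesting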;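 note: plate controls were full reaction with DMSO carrier for no effect and no enzyme background for full effect; strong numbers were not always called active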
NOD1 inhibition: NOD1 signaling inhibitors, primary screen, cell-based, luminescence, uHTS (AID 1578). NOD1-driven NF-kB luciferase reporter cells, luminescence; higher % means a stronger effect. inhibition, % at 4 µM; hits with a dose series show EC50 in µM. 290,000 tested, 1% active; in the data active = inhibition mostly above about 36%, no sharp cut-off; inactive = mostly below about 34%;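 note: HEK-293T reporter cells stimulated with the NOD1 agonist gamma-tri-DAP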
KOR beta-arrestin-1: KOR antagonists, beta-arrestin recruitment, cell-based, luminescence, uHTS (AID 1778). KOR beta-arrestin recruitment, luminescence, antagonist mode; higher % means a stronger effect. inhibition, % at 10 µM; hits with a dose series show IC50 in µM. 290,000 tested, 0.091% active; note: strong numbers were not always called active
KOR beta-arrestin-2: kappa opioid receptor activators – cell-based, luminescence, uHTS, primary screen (AID 1777) | KOR beta-arrestin recruitment, luminescence; higher % means a stronger effect | 280,000 tested, 0.02% active | one-dose activation, % at 10 µM; EC50 in µM for titrated hits; in the data active = activation above about 50%, passing the limit was not always enough; note: a part of the inactive calls stands beside numbers as strong as those of hits
Dynein cargo inh cytoplasmic EGFP: further read-out of Dynein cargo inh, marked with its call; z-score; measured here: cytoplasmic GR-EGFP intensity; active compounds read high
Dynein cargo inh nuclear GR-EGFP: recorded beside Dynein cargo inh, whose call it bears; z-score; measured here: nuclear GR-EGFP intensity;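 lower value marks the stronger effect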
Dynein cargo inh cell count: also measured in Dynein cargo inh; calls as there; z-score; measured here: cell count per field
An asterisk follows results filed as active; x = not tested or not shown; [ ] = dose if it differs, or a comment. Cut-off read from the data, not from the text of the source, unless noted: active = inhibition above about 50%; inactive = the rest. A portion of the library; rates above refer to the full screens.

SMILES,AID2073,P. falciparum M1AAP,Dynein cargo inh,Dynein cargo inh cytoplasmic EGFP,Dynein cargo inh nuclear GR-EGFP,Dynein cargo inh cell count,NOD2 inhibition,GPR55 activation,P. falciparum M17LAP,NOD1 inhibition,KOR beta-arrestin-1,KOR beta-arrestin-2
O=C(Nc1cccc(Cl)c1)C1=Cc2cc(Cl)ccc2OC1,4.8%,6.0%,1.63,-0.242,1.18,-0.0415,4.3%,0.0%,-0.7%,1.8%,-69.6%,-1.9%
CCOC(=O)CNC(=O)Cn1cnc2c(nnn2-c2ccccc2)c1=O,3.4%,x,x,x,x,x,12.7%,0.0%,x,0.4%,-40.2%[20 µM],-8.3%
Cc1c(Br)c([N+](=O)[O-])nn1CC(=O)N(C)Cc1ccccc1,-2.3%,-3.6%,2.02,-0.249,1.55,-1.08,5.3%,0.1%,27.9%,-28.4%,20.7%[20 µM],-5.2%
Cn1c(=O)n(C)c2cc([N+](=O)[O-])c(N3CCN(CCO)CC3)cc21,-4.6%,3.0%,-0.433,-0.283,-0.0789,0.25,-4.7%,0.3%,3.2%,-74.3%,-13.4%,-0.9%
CCn1c(=O)c(C(=O)NCc2ccccc2)c(O)c2ccccc21,34.5%,x,x,x,x,x,11.7%,-0.1%,x,-12.4%,-62.8%[20 µM],2.9%
Cc1ccc(N2CCN(CC(O)COc3cccc4ccccc34)CC2)cc1 (stereo not drawn),32.0%,-5.1%,-0.202,-0.264,0.422,-0.131,-12.2%,0.0%,11.7%,-10.6%,-1.1%,2.1%
CCCCOC(=O)N1CCOCCOCCOCCOCC1,1.8%,1.7%,-0.184,-0.158,-0.477,0.721,19.6%,-0.2%,1.2%,3.2%,12.7%,-1.0%
O=C1C2C3C=CC(C3)C2C(=O)N1/N=C/c1cn(Cc2ccccc2)c2ccccc12 (stereo not drawn),34.3%,-0.5%,2.22,-0.139,1.08,-1.21,17.9%,0.0%,-3.3%,-1.7%,36.0%,-3.0%
Cc1cccc(NNC(=O)c2c(F)cccc2Cl)c1,-12.4%,1.0%,-0.0833,-0.291,-0.302,0.0482,-6.3%,0.0%,-0.4%,-9.6%,-6.3%,-1.5%
COC(=O)CCc1c(C)c(C(=O)c2ccc(F)cc2)c2ccccn12,7.3%,7.6%,-0.953,1.26,-0.188,-0.498,4.6%,-0.7%,5.9%,-31.0%,27.1%,0.2%
CCCCNC(=O)NC1(C(F)(F)F)Oc2ccccc2O1,3.6%,8.1%,-0.649,0.0502,-0.0535,0.848,-5.9%,0.0%,-4.9%,0.9%,-25.7%,-4.7%
Cc1cnc(NC(=O)C2COc3ccccc3O2)s1 (stereo not drawn),-3.0%,1.4%,1.53,-0.23,-0.53,-0.124,-102.1%,-0.3%,-2.6%,x,-38.6%,13.4%
CCN(CC)C(=O)c1cccc(NC(=O)CC23CC4CC(CC(C4)C2)C3)c1,-6.1%,x,x,x,x,x,5.9%,0.7%,x,13.3%,-33.3%,-4.8%
COc1ccc(Nc2nc(-c3ccc(OC)cc3)c(CCC(=O)O)s2)cc1,-31.3%,9.5%,-0.897,-0.221,-0.474,0.874,24.2%,-0.3%,-4.1%,-4.2%,13.4%,6.1%
COc1ccc(N2CCOCC2)c(NC(=O)c2ccc(Br)o2)c1,-1.2%,x,x,x,x,x,8.4%,0.3%,x,-2.6%,23.1%,-0.5%
O=C1c2cccc([N+](=O)[O-])c2C(=O)N1c1ccccc1,-1.2%,-0.4%,1.3,-0.258,0.818,-1.46,13.7%,-0.4%,-14.4%,-4.4%,14.1%,0.7%
O=C(Nc1cc(Br)ccc1O)c1cc(-c2ccco2)on1,20.3%,x,x,x,x,x,19.8%,0.0%,x,-5.2%,-34.9%,-2.5%
COc1ccc(-c2nc(C#N)c(NCCc3ccccc3)o2)cc1OC,-1.4%,5.3%,0.489,-0.425,0.347,0.58,-34.1%,-0.2%,-3.3%,-23.0%,-28.5%,-4.6%
Cc1ccc(C=Nc2cc([N+](=O)[O-])ccc2C)s1,-0.3%,7.2%,-0.411,-0.213,0.0844,0.0259,8.6%,0.2%,-5.0%,-17.7%,x,5.9%
COc1ccccc1C(=O)Nc1ccnn1C1CCN(C(=O)C(C)(C)C)CC1,28.7%,x,x,x,x,x,-21.9%,-0.2%,x,-24.0%,-45.0%,0.9%
Cn1c(=N)c(S(=O)(=O)c2ccccc2)cc2c(=O)n3ccccc3nc21,10.7%,12.1%,-0.048,-0.267,-0.784,0.342,-4.4%,-0.2%,-33.4%,-0.9%,7.3%,-0.4%
CCCCn1c(N)c(N(CC(C)C)C(=O)CCCSc2nncs2)c(=O)[nH]c1=O,18.5%,-2.5%,-0.85,-0.244,-0.664,0.931,-0.7%,0.2%,3.1%,2.2%,0.4%,-4.7%
CCCCn1nc(CC(=O)NCCN(CC)CC)c2ccccc2c1=O,1.2%,-8.4%,0.507,-0.248,1.29,-0.643,-0.3%,-0.3%,-1.9%,-10.7%,-11.8%,-1.3%
Cc1cc2cc(C)c3nnc(SCC(=O)Nc4ccc(S(=O)(=O)N5CCCCC5C)cc4)n3c2cc1C (stereo not drawn),-1.1%,0.9%,0.0146,-0.256,-0.197,0.46,12.0%,-0.6%,-9.0%,23.7%,-1.9%,5.7%

An excerpt from above, reduced to P. falciparum M1AAP, AID2073 and Dynein cargo inh cell count:
Molecule | P. falciparum M1AAP | AID2073 | Dynein cargo inh cell count
COc1ccc(Nc2nc(-c3ccc(OC)cc3)c(CCC(=O)O)s2)cc1 | 9.5% | -31.3% | 0.874
COc1ccc(N2CCOCC2)c(NC(=O)c2ccc(Br)o2)c1 | x | -1.2% | x

Next part
SMILES,AID2073,P. falciparum M1AAP,Dynein cargo inh,Dynein cargo inh cytoplasmic EGFP,Dynein cargo inh nuclear GR-EGFP,Dynein cargo inh cell count,NOD2 inhibition,GPR55 activation,P. falciparum M17LAP,NOD1 inhibition,KOR beta-arrestin-1,KOR beta-arrestin-2
CC(C)[N+](C)(C)CC#CC(O)(c1ccccc1)c1ccccc1,-5.8%,19.0%,-1.21,-0.209,-0.177,2.05,-8.0%,-0.1%,4.9%,-9.9%,17.6%,-3.2%
COc1cc2nc(CN(C)Cc3ccc(Cl)cc3)[nH]c(=O)c2cc1OC,-7.8%,23.2%,-0.656,-0.357,0.0254,0.832,-0.1%,-0.5%,-5.7%,-29.7%,-11.6%,-3.0%
COc1cc(OC)c2cc(C(=O)N/N=C/c3ccccc3O)[nH]c2c1,12.1%,x,x,x,x,x,0.7%,-0.1%,x,7.9%,-68.1%,-2.8%
C=CCN(C(=O)c1csnn1)C(C(=O)NCc1ccccc1)c1c(F)cccc1Cl (stereo not drawn),9.4%,x,x,x,x,x,5.4%,0.0%,x,-24.3%,-11.1%,-0.8%
COc1ccc(Cn2c(CCC(=O)O)nc3cccnc32)cc1,-4.6%,1.3%,0.752,-0.337,0.709,-0.686,2.5%,0.0%,3.3%,-30.6%,3.8%,1.6%
Cn1c(=O)c(C(=O)CN2CCCCCC2)c(N)n(Cc2ccccc2)c1=O,-9.9%,-5.5%,0.79,-0.218,0.732,-0.574,12.3%,0.6%,-0.3%,-10.9%,-18.3%,4.5%
CCn1c(N2CCC(Cc3ccccc3)CC2)nc2c1c(=O)[nH]c(=O)n2C,1.8%,2.9%,-0.677,-0.12,-0.145,1.32,-3.2%,-0.1%,4.9%,-9.5%,-2.4%,-2.9%
CCc1ccc(-n2c(SCC(=O)Nc3cc(C)[nH]n3)nc3[nH]ncc3c2=O)cc1,12.2%,-0.1%,-0.575,-0.233,-0.0455,0.712,16.9%,0.0%,-2.4%,-24.6%,7.5%,-1.5%
O=C(CN1C(=O)NC2(CCCC2)C1=O)Nc1ccccc1C(F)(F)F,5.1%,x,x,x,x,x,18.6%,-0.1%,x,33.5%,20.8%,0.3%
C=CCn1c(COc2cccc3ccc(C)nc23)nnc1SCC(=O)O,21.9%,-2.5%,0.0603,-0.216,0.0536,0.678,-3.2%,0.0%,53.5%,-14.4%,8.8%,-3.2%
Cn1c(C(C)(O)C(O)c2ccccc2)nc2ccccc21 (stereo not drawn),8.1%,7.6%,-0.623,-0.306,-0.446,0.319,10.1%,-0.3%,10.2%,2.4%,10.1%,2.9%
COc1cccc(NC(=S)N2CCC(c3ccc(C)cc3)C2)c1 (stereo not drawn),-10.5%,x,x,x,x,x,-26.1%,-0.2%,x,-1.6%,-11.5%,-3.2%
COc1ccccc1-n1c(=O)c(C#N)c(-c2ccc([N+](=O)[O-])cc2)c2cc(C(=O)c3cc(F)ccc3O)cnc21,39.9%,10.6%,2.85,-0.284,1.74,-1.53,30.7%,-0.1%,-0.4%,2.3%,-2.0%[20 µM],-4.4%
O=C1C=C(c2cccs2)CC(c2cccs2)C1n1cnc([N+](=O)[O-])c1 (stereo not drawn),4.5%,14.1%,0.756,-0.233,-0.599,0.214,-2.4%,0.4%,7.0%,x,-18.7%,2.3%
CCOC(=O)N1CCN(Cc2nc3cc(NC(=O)CC(C)C)ccc3n2C)CC1,-3.4%,x,x,x,x,x,4.4%,-0.3%,x,-3.3%,2.0%,-1.5%
CSc1ccc(C(=O)C2CCCN(Cc3ccc(N4CCNC4=O)cc3)C2)cc1 (stereo not drawn),1.8%,8.8%,0.0371,-0.298,0.2,0.0176,0.2%,0.0%,3.6%,3.0%,-15.6%,-3.8%
Cc1ccc(S(=O)(=O)Oc2ccccc2/C=N/Nc2ccc(C(=O)O)cc2)cc1,-2.8%,18.4%,0.131,-0.255,-0.0253,-0.526,9.7%,-0.2%,28.0%,-4.3%,7.4%,-4.8%
Cc1ccccc1C(=O)NC1CCCN(Cc2ccccc2F)C1 (stereo not drawn),18.9%,x,x,x,x,x,18.2%,0.2%,x,-13.1%,-19.0%[20 µM],-4.8%
Cc1ccc(N2CC(C(=O)Nc3nccs3)CC2=O)cc1Cl (stereo not drawn),4.9%,7.3%,-0.608,-0.158,-0.421,0.3,-6.1%,-0.2%,9.6%,-18.4%,14.9%,-6.5%
Cc1cc(C(=O)N2CCN(Cc3ccccc3)CC2)on1,-8.1%,10.2%,1.11,-0.172,0.965,-0.323,15.2%,-0.2%,8.6%,-9.5%,-7.5%,1.4%

Source: PubChem BioAssay
